# Screening data (PubChem)
# Giardia killer: Giardia lamblia killing. Giardia lamblia trophozoite viability. activity change, % at 7.66 µM, hits read low. 340,000 tested, 0.15% active. AID 540267; in the data active means activity change below about -80%; inconclusive means between about -30% and that limit;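 further: parasites exposed to compound for two days anaerobically before the ATP read; on the % scale 0 is the no-effect control and ±100 the full control effect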
#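 Viability, read as ATP luminescence: trophozoites at 100 cells/well, compound added, 48 hrs anaerobic at 37 deg C, then 15-30 min room-temperature development before reading.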
# CXXC DNA block: MLL CXXC-DNA interaction inhibition; MLL-CXXC / FITC-HOXA9 DNA fluorescence polarization; 290,000 tested, 0.037% active; Q03164; AID 2662; Potency, µM (series often up to 115 µM), inactives show top-dose activity change, negative = inhibition, usual class: inhibitors; active means well fitted inhibition curve with a large enough effect in the polarisation, with a control signal flat, not every such curve was filed as active; inconclusive means small, poorly fitted or top-dose-only effect, or effect the other way, or a change in a side signal; inactive means no such curve, though single readings can be large or run the other way; the % refers to the polarisation; further: potency means the concentration at half of the fitted maximal effect
#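 Purified MLL-CXXC (added from a 7 uM solution) was preincubated 5 min at ambient with pinned compounds in 50 mM Tris-HCl pH 7.5, 50 mM NaCl, 1 mM DTT, 0.05% BSA. Fluorescein-labeled HOX-A9 DNA (50 nM solution) followed, 30 min, then polarization read.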
# KCNH2 3.1 block: blocks the human KCNH2 3.1 channel isoform | activity change, % (tested at about 1.8 µM) | U2OS KCNH2 3.1, thallium flux FluxOr; active compounds read low | 340,000 tested, 0.95% active;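 active means maximum activity change below -70%; inconclusive means maximum activity change from -70% to -50%; inactive means maximum activity change above -50%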;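 further: thallium influx rate constant from kinetic fluorescence after stimulation buffer; on the % scale 0 is the no-effect control and ±100 the full control effect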
#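 Thallium flux via FluxOr fluorescence (Red40 quencher, 45 min loading) in U2OS cells virally expressing the KCNH2 3.1 isoform (1.77 x 10^8 /mL virus, overnight at 37 C). Rate constants from 2-min kinetic reads post-stimulation, normalised to positive and negative controls.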
# USP2a inh: USP2a (human) protease inhibition; O75604; USP2 core, Ub-CHOP2 coupled fluorogenic reporter, 485/531; Potency, µM (doses to about 38.3 µM), inactives show top-dose activity change, negative = inhibition, most hits filed as inhibitors; 330,000 tested, 0.01% active; AID 463254;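 further: potency means the concentration at half of the fitted maximal effect; plate controls were DMSO wells for no effect and full inhibition by NEM control for full effect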
# Target sequence (O75604 whole entry, looked up): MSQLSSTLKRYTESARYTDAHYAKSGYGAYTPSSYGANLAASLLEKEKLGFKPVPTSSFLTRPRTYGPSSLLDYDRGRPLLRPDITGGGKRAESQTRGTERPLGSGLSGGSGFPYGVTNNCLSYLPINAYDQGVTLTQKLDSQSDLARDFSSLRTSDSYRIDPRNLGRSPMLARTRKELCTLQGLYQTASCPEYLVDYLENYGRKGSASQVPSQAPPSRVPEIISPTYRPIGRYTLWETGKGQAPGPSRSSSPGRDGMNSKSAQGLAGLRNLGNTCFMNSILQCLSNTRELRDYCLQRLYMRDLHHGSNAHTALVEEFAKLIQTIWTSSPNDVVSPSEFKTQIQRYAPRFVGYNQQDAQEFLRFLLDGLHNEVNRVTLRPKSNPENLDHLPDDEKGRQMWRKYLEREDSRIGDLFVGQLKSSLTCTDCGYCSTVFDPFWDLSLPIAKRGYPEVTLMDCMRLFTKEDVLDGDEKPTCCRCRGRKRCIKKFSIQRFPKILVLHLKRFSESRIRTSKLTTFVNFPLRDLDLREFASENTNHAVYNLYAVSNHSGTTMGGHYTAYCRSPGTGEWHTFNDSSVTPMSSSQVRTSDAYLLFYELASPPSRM
#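 Cell-free coupled assay: 10nM USP2 core preincubated 30min RT with compound in Tris-HCl pH 8.0/CaCl2/CHAPS buffer, then 25nM Ub-CHOP2 and 25nM reporter substrate; fluorescence (Ex 485/Em 531) read after 60min RT, normalized to NEM inhibition, concentration-response curves fitted.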
# B2AR arrestin: recruits beta-arrestin to the human beta2-adrenergic receptor. 330,000 tested, 0.02% active. Potency, µM (highest dose often 46.1 µM), for the others: at the top dose activation, usual class: activators. beta-arrestin recruitment to beta2AR, cell-based reporter;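 further: potency means the concentration at half of the fitted maximal effect; 0% = DMSO controls and full agonism = EC100 isoproterenol or metaproterenol; nearly all actives have a fitted effect of over 65% in size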
# GALK inh: blocks human galactokinase activity. Purified GALK, Kinase-Glo residual ATP luminescence. Potency, µM (doses to about 57.5 µM), for the others: top-dose activity change, negative = inhibition, usual class: inhibitors. 270,000 tested, 0.007% active; further: potency means the concentration at half of the fitted maximal effect; on the % scale 0 is the no-effect control and ±100 the full control effect
# Target sequence (P51570 whole entry, looked up): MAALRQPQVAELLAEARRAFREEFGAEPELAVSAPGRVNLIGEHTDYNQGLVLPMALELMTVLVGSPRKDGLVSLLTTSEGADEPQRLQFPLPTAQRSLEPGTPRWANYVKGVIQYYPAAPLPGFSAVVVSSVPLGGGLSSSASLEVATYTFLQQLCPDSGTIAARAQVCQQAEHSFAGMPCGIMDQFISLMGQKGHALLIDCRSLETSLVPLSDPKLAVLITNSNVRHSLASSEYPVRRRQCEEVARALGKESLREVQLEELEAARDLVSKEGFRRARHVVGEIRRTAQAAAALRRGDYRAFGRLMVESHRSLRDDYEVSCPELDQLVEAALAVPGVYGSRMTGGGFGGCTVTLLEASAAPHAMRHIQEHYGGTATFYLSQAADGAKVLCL
#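 Luminescence from leftover ATP (Ultra-Glo luciferase/luciferin) served as read-out after a 1 h room-temperature reaction of 5 nM GALK with 35 uM ATP and 100 uM galactose.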
# Coupling enz: counter-screen for Giardia aldolase inhibitors: coupling enzyme system; activity change, negative = inhibition, % at 58.2 µM, hits read low; coupling enzyme system counterscreen, AmpLite Red fluorescence; 290,000 tested, 0.67% active; in the data active means activity change below about -30%; further: on the % scale 0 is the no-effect control and ±100 the full control effect
#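 First, compound is pin-transferred into glyceraldehyde-3-phosphate coupling-enzyme reagent at 57.5 uM final and held 10 min at RT. Next, substrate, coupling system and AmpLite Red are added. After 20 min RT, fluorescence (525/598 nm) is read.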
# KCNH2 WT inh: inhibitors of human wildtype KCNH2 potassium channel | 340,000 tested, 0.37% active | U2OS, BacMam KCNH2, thallium flux FluxOr; active compounds read low | activity change, % at 1.84 µM;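 active means maximum activity change below -70%; inconclusive means maximum activity change between -70% and -50%; inactive means maximum activity change above -50%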; further: on the % scale 0 is the no-effect control and ±100 the full control effect
#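 U2OS cells transduced with wild-type KCNH2 virus are loaded with FluxOr dye for 45 min, and thallium flux is measured in kinetic reads before and after stimulation buffer. Rate constants are normalized to DMSO controls.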
# PKM2 act: increases activity of human pyruvate kinase M2; Potency, µM (top dose mostly 57.5 µM), inactives show at the highest dose activation, usual class: activators; purified PKM2, Kinase-Glo ATP luminescence, activation; response scale: 0% is enzyme alone, no compound; P14618; 260,000 tested, 0.34% active; AID 1631; further: potency means the concentration at half of the fitted maximal effect; on the % scale 0 is the no-effect control and ±100 the full control effect; nearly all actives have a fitted effect of over 55% in size
#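 Kinase-Glo luminescence reports ATP generated from ADP (0.1 mM) and PEP (0.5 mM) by purified hPK-M2 after 1 h at room temperature, pH 7.2 imidazole buffer; intermediate enzyme activity allows detecting inhibitors and activators.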
# TRPV1 agonist: agonists of human vanilloid receptor 1 (TRPV1); TRPV1-expressing cells, Fluo-8 calcium influx, agonist mode; activation, % at 8.33 µM; 320,000 tested, 0.19% active; in the data active means activation above about 80%; inconclusive means between about 30% and that limit; further: 0% is about no effect
#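 TRPV1-expressing cells were cultured overnight at 35.5C and loaded with Fluo-8 calcium dye for 40 to 90 min at room temperature. After a 10 s baseline, compound was added and calcium influx was read kinetically for 3 min (ex 480/em 520 nm).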
# Menin-MLL TR inh: displaces Texas Red mutant MLL peptide from human menin. Potency, µM (titrated, usually from 61.6 µM), without a hit: at the top dose FP activity change, negative = inhibition, hits mostly inhibitors. 270,000 tested, 0.23% active. Menin + Texas Red MLL mutant peptide, fluorescence polarization; active means well fitted inhibition curve with a large enough effect in the polarisation, with a control signal flat, not every such curve was filed as active; inconclusive means small, poorly fitted or top-dose-only effect, or effect the other way, or a change in a side signal; inactive means no such curve, though single readings can be large or run the other way; the % refers to the polarisation; further: potency means the concentration at half of the fitted maximal effect; % of control where 0% means no effect; many of its hits are not listed in these tables
# Active calls of the source: *; ? = inconclusive; . = not tested or not shown; [ ] = another dose, or the depositor's remark. Unless noted, the call rests on the fitted dose curve; in most records, active means well fitted curve in the direction sought with a large enough effect; inconclusive means small, poorly fitted or top-dose-only effect, or another doubt; inactive means no such curve, though single readings can be large; an effect the other way counts as inactive or inconclusive.
mol	Giardia killer	CXXC DNA block	KCNH2 3.1 block	USP2a inh	B2AR arrestin	GALK inh	Coupling enz	KCNH2 WT inh	PKM2 act	TRPV1 agonist	Menin-MLL TR inh
CC(C)C(NC(=O)OCc1ccccc1)C(=O)OCC(=O)NC1CC1 (stereo unspecified)	10	-6%	-20	0%	0.2%	-1%	0	0	-4%	-3	3%
O=C1c2ccncc2C(=O)N1CNc1ccc(Cl)cc1	-18	2%	9	-5%	0.0%	-1%	-1	-3	5%	1	-8%
CCC(=O)N1CCN(c2ccc(NC(=S)NC(=O)C(C)C)cc2)CC1	-11	1%	3	-5%	-0.7%	-1%	7	-14	11%	-3	0%
O=S(=O)(c1cccc(Cl)c1Cl)N1CCN(C(=S)NCCCN2CCOCC2)CC1	1	4%	-15	2%	0.1%	0%	1	7	-9%	22	-11%
CCCNC(=O)c1cc2ccccc2c(=O)o1	-6	3%	21	3%	0.2%	1%	-2	-8	1%	1	3%
NS(=O)(=O)c1ccc(CNC(=O)CNC(=O)c2ccc(Br)o2)cc1	-4	-1%	1	1%	0.1%	0%	3	-12	10%	-9	-10%
CCn1c(SCC(=O)N(C)CCC#N)nc2cc(S(=O)(=O)N3CCOCC3)ccc21	-7	.	1	1%	-0.1%	.	.	-16	.	-4	.
O=C(c1ccc(F)cc1)N1CCC(N2CCOCC2)CC1	9	-2%	8	1%	0.5%	-1%	1	13	1%	-2	13%
CC(=O)N1CCC2(CC1)C(C#N)=C(N)Oc1n[nH]c(C)c12	12	2%	-2	-9%	-0.1%	0%	2	-3	-1%	-1	20%
O=C1CCc2cc(S(=O)(=O)N3CCC(C(=O)NCCC4=CCCCC4)CC3)ccc2N1	2	0%	-3	1%	-0.7%	2%	3	4	3%	20	1%
CNC(=S)Nc1ccc(OC(F)(F)F)cc1	37[activator]	10%	14	1%	0.4%	1%	2	-22	2%	16	9%
CC1Cc2ccccc2N1CC(=O)NC(=O)NC(C)(C)C (stereo unspecified)	3	9%	-4	5%	-0.4%	-2%	-2	-6	3%	3	-8%
COc1ccc(C(C(=O)NC(C)(C)C)N(C(=O)CCC(=O)Nc2cc(C)on2)c2ccc3c(c2)OCCO3)cc1 (stereo unspecified)	19	2%	-8	1%	-0.1%	1%	0	-1	.	1	-28%
CCOC(=O)c1nn(-c2ccccc2C)c2nc(Nc3ccccc3)cc(=O)n12	-11	3%	1	1%	0.0%	0%	0	1	0%	21	-11%
CCOC(=O)c1cccc(NC(=O)CSc2nnc(CNc3ccc(C)cc3)n2CC)c1	-15	-18%	-27	-9%	-1.0%	5%	2	-10	1%	0	1%
CN1CCN(CC#CC(C)(O)C2CC3C=CC2C3)CC1 (stereo unspecified)	2	0%	17	-1%	0.5%	4%	-2	10	13%	-1	6%
CCc1nc(C#N)c(N2CCOCC2)o1	-1	9%	1	2%	-1.3%	.	4	-19	-1%	0	16%
Cc1cccnc1NC(=O)c1ccco1	-7	.	8	-6%	-0.1%	.	.	7	.	-3	.
CCOC(=O)c1c(C)[nH]c(C2=NNC(=NC3CC3)SC2)c1C	1	-3%	-6	-1%	0.1%	1%	-3	-15	-6%	-3	0%
CCOC(=O)Cc1nnc(-c2ccccc2)o1	6	1%	-9	0%	0.0%	-2%	0	-20	1%	-2	3%
NC(=O)CSc1oc(-c2ccco2)nc1S(=O)(=O)c1ccc(Br)cc1	9	2%	-2	2%	0.0%	-1%	0	-4	8%	3	28%
Cc1ccc(S(=O)(=O)N2CCC(=O)N(C(COCc3ccc(Cl)c(Cl)c3)Cc3ccccc3)CC2)cc1 (stereo unspecified)	-30	9%	-7	1%	-1.9%	.	-4	-1	1%	1	11%
Cc1[nH]c2c(Cl)cccc2c1CCNC(=O)C1CCCCC1C(=O)OCC(F)(F)F (stereo unspecified)	14	-2%	25	-1%	-0.2%	-1%	1	3	-2%	21	-2%
O=C(Nc1ccccc1[N+](=O)[O-])c1cccnc1Cl	-6	-2%	5	3%	-0.7%	1%	6	?	-4%	0	9%
O=C(CCCN1C(=O)c2ccccc2C1=O)NCCC1=CCCCC1	5	2%	-7	2%	0.1%	0%	0	-20	-8%	26	-1%
Cc1cccc(NC(=O)CCC(=O)N/N=C/c2cccnc2)c1	-4	10%	8	0%	0.2%	-3%	.	11	9%	5	.
CN(c1ccccc1C(=O)O)S(=O)(=O)c1ccc2c3c(cccc13)C(=O)N2	1	1%	-4	-3%	-0.7%	-4%	0	-7	1%	-3	-18%
CCCc1nn(C(=O)c2ccccc2)c2c1C(=O)CC(C)(C)C2	1	239%[activator]	4	1%	-1.8%	0%	0	-15	-2%	18	10%
COc1cc(C(=O)NCCC(=O)NCCCN2CCCCC2)cc(OC)c1OC	-17	-8%	-1	-1%	0.1%	2%	6	-9	-1%	0	-11%
COC(=O)c1nn(-c2ccc(OC)cc2)ccc1=O	-21	0%	20	6%	-0.5%	0%	3	5	.	-4	5%
COc1ccc(NC(=O)N2CCc3ccccc32)cc1	?	-2%	5	1%	0.1%	8%	-9	-7	-50%	?	.
COCc1nc2ccccc2n1CCOc1ccccc1OC	-2	-6%	6	2%	-1.0%	0%	5	-8	3%	26	6%
CCOc1ccccc1NC1=CC(=O)CC(c2ccccc2)C1 (stereo unspecified)	0	-10%	3	-3%	-0.5%	-2%	6	3	-4%	3	?
O=C(NCCCN1CCC(Cc2ccccc2)CC1)C1CCN(S(=O)(=O)N2CCOCC2)CC1	-5	13%	-25	-2%	-0.1%	-3%	0	10	-1%	-2	-9%
Cc1ccc(N(CC(=O)NC2CCCC2)C(=O)CCC(=O)Nc2nccs2)c(C)c1	5	9%	-1	1%	0.3%	-1%	0	4	.	1	-20%
COC(=O)N/N=C/c1ccc(-c2ccc(Cl)c(Cl)c2)o1	-7	8%	-4	-1%	-1.5%	0%	-3	1	9%	-1	?
CCc1ccc(N2CC(C(=O)OCC(=O)NC3CC3)CC2=O)cc1 (stereo unspecified)	0	.	-8	1%	-0.3%	.	.	1	.	.	.
CC(C)(C)N(NC(=O)Nc1ccc(Cl)cc1)C(=O)c1ccccc1	-15	-5%	8	0%	0.0%	-1%	6	-5	-18%	7	20%
CCOc1ccccc1N1C(=O)c2ccc(S(=O)(=O)c3ccc(C(=O)O)cc3)cc2C1=O	0	8%	-40	2%	-0.1%	0%	17	0	0%	-1	16%
Cc1ccc(NC(=O)CSCc2cc(=O)n3nc(C4CC4)sc3n2)cc1	-7	5%	-14	-9%	0.2%	3%	.	3	.	0	.
CCOC(=O)C1CCN(C(=O)c2cc3c(=O)n4cccc(C)c4nc3s2)CC1	3	22%	0	1%	-1.0%	-4%	2	0	4%	-1	-22%
Cc1ccc(S(=O)(=O)c2c(N)n(CCN3CCOCC3)c3nc4ccccc4nc23)cc1C	16	2%	2	-1%	-0.2%	1%	-1	-1	-11%	4	-2%
O=C(CCc1ccccc1)N/N=C/c1cccc(O)c1	?	-1%	3	0%	-0.4%	-3%	2	5	-1%	?	8%
Cc1[nH]c2ccccc2c1CCNC(=O)c1c(N)no[n+]1[O-]	-19	-4%	-15	0%	0.4%	10%	0	-5	.	1	12%
Cc1cc(CN2CCN(CC(=O)Nc3cc(Cl)ccc3-n3cncn3)CC2)no1	2	.	-12	3%	-0.3%	.	.	-8	.	2	.
Cc1ccnc(NC(=O)CNC(=O)c2ccc(C)s2)c1	0	.	12	-1%	-1.1%	.	.	3	.	3	.
COc1ccc(C(CNC(=S)NCc2ccccc2)N2CCCC2)cc1 (stereo unspecified)	38[activator]	-7%	-7	1%	0.2%	-2%	-2	0	-1%	18	?
CCCC(c1nnnn1CCC(C)C)N1CCC(C(N)=O)CC1 (stereo unspecified)	3	-8%	9	8%	-0.3%	5%	-3	-1	-13%	5	?
O=C(N/N=C/c1ccc2c(c1)OCO2)c1cccc(NC(=O)c2ccccc2Cl)c1	25	8%	-1	3%	0.0%	0%	4	0	-9%	0	-3%
COc1ccc(CNc2ccc(S(N)(=O)=O)cc2)cc1	4	-3%	2	-1%	-0.9%	-2%	7	3	-1%	0	4%
O=C(OC1CCOC1=O)c1ccc(N2CCCC2)c([N+](=O)[O-])c1 (stereo unspecified)	11	-3%	-6	4%	0.4%	-1%	2	6	-4%	-2	-5%

# Some of the compounds tested. The share of hits here may be higher or lower than overall.
